ARNT TACC3 PPI: disruptors of ARNT/TACC3 protein interaction, primary screen, biochemical, AlphaScreen, single concentration; AID 623870, 2012; AlphaScreen His-ARNT PAS-B/GST-TACC3 binding, luminescence; TACC3 fragment carries E629A point mutation; Transforming acidic coiled-coil-containing protein 3 (Homo sapiens), Q9Y6A5; inhibition, % at 9.99 µM; 390,000 compounds, 0.66% hits;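 active = mean inhibition of replicates at least 50% and at least half of replicates each reaching 50%; inconclusive = half or more replicates reach 50% but mean below 50%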;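 note: 0% = complete ARNT plus TACC3 wells and 100% = ARNT alone without TACC3; many hits fall short of the cut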
LGR2 inh: inhibitors of bursicon-induced LGR2 CRE-luciferase signal, primary screen, cell-based, HEK293, CRE-luciferase reporter, bursicon stimulation; Drosophila bursicon receptor LGR2 (rickets); bursicon-stimulated, 4 h; inhibition, % at 9.99 µM; 380,000 compounds, 0.35% hits; AID 720647, 2013;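 active = drop in luminescence signal, shown as inhibition above about 50% in the replicate tests, limit read from the data, passing the limit was not always enough; inconclusive = probably only some replicates passing the limit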;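 note: agonist challenge used bursicon conditioned medium at about half maximal strength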
DENV2 CPE: inhibitors of DENV2 cytopathic effect, primary screen, cell-based, plate reader, single concentration; DENV2-infected cells, cytopathic effect rescue; CPE inhibition, % at 9.99 µM; 350,000 compounds, 1.7% hits; in the data active = CPE inhibition above about 20%, passing the limit was not always enough; inconclusive = no clear call, values can overlap the other calls; tested in BHK-21 cells;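 note: 0% = median of neutral control wells and 100% = median of positive control wells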
EWS-Fli block: EWS/Fli-driven NR0B1 reporter inhibitors, primary screen, A673 cells, NR0B1 luciferase, luminescence, MLPCN library; viability-normalised; inhibition, % at 12.6 µM; 350,000 compounds, 0.67% hits; AID 651661, 2012;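 active = mean inhibition of at least 50% after viability correction, with every replicate also passing that limit; inconclusive = mean reaches 50% but only one of two replicates passes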;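 note: firefly luciferase signal divided by Alamar Blue viability fluorescence both relative to DMSO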
PAX8 reporter: inhibitors of PAX8-driven TPO luciferase reporter, primary screen, RMG-I cells, single concentration | SteadyGlo, 24 h | inhibition, % at 12.6 µM | 360,000 compounds, 1.2% hits | AID 652154, 2013;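 active = mean replicate inhibition at least 60% with every replicate also reaching 60%; inconclusive = only one of the two criteria is met; inactive = mean below 60% and not all replicates reaching 60%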;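 note: luciferase light reporting Pax8 driven TPO promoter activity; plate controls were median of neutral control wells for no effect and mitoxantrone controls for full effect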
CASP6 VEID inh: human caspase-6 inhibitors, primary screen, biochemical, VEID-R110 fluorescence, single point, set 2 | 350,000 compounds, 0.53% hits | purified caspase-6, Z-VEID-R110 cleavage fluorescence | AID 686996, 2013 | inhibition, % at 12.5 µM | P55212;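 active = mean inhibition across replicates at least about 35%, with every replicate also reaching that limit, limit read from the data; inconclusive = only one of the two criteria met; inactive = neither criterion met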;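 note: 0% = median of neutral control wells and 100% = no fluorescence left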
Target sequence (P55212 24-179 limits assumed): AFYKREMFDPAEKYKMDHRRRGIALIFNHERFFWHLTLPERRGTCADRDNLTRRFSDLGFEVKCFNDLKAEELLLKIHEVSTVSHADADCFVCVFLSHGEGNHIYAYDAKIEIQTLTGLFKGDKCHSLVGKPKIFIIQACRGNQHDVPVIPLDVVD
Target sequence (P55212 194-293 limits assumed): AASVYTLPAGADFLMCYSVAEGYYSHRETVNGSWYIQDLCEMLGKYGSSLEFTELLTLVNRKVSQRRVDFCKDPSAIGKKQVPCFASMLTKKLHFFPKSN
SIRT5 block: SIRT5 desuccinylase inhibitors, primary screen, biochemical, fluorescence imaging, single point, set 5; NAD-dependent protein deacylase sirtuin-5, mitochondrial (Homo sapiens), Q9NXA8; Purified SirT5, succinyl-peptide AMC, trypsin-coupled fluorescence; inhibition, % at 15 µM; 330,000 compounds, 1.1% hits; in the data active = inhibition above about 15%; inconclusive = no clear call, values can overlap the other calls
Target sequence (Q9NXA8 whole entry, looked up): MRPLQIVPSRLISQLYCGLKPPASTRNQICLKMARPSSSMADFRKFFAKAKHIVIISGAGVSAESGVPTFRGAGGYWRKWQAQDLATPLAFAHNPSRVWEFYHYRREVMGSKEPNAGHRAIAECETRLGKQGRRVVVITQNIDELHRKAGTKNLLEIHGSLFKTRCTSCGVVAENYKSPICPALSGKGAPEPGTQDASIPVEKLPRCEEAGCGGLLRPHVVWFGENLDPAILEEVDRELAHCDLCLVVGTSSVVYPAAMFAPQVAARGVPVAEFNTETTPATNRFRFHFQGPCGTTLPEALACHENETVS
An asterisk follows results filed as active; u = inconclusive; x = no result given; & = joins results of further samples.

SMILES,ARNT TACC3 PPI,LGR2 inh,DENV2 CPE,EWS-Fli block,PAX8 reporter,CASP6 VEID inh,SIRT5 block
CC(=O)N(C)C[C@@H]1Oc2cc(-c3cccc(C#N)c3)ccc2S(=O)(=O)N([C@@H](C)CO)C[C@@H]1C,0,4,-4,-1,x,2,-5
COCCNC(=O)C1CC(c2ccc(C(F)(F)F)cc2)=NO1 (stereo unspecified),1,-9,u,-5,-17,-5,-7
Cc1ccc(NCc2nnc(SCC(=O)Nc3nnc(C)s3)n2C)cc1,x,-23,-2,10,22,-8,-4
COc1ccc(NC(=O)C2CC(=O)N(c3ccccc3C)C2)c(OC)c1 (stereo unspecified),6,1,6,-3,0,0,x
O=C(/C=C/c1ccc(Cl)cc1)c1ccc([N+](=O)[O-])o1,15,2,1,25,15,3,x
Clc1ccc(CNCCCSc2ncccn2)cc1,-1,-12,4,13,7,-34,-4
CCNS(=O)(=O)c1c(C)cc(N2CCCC2=O)cc1C,x,-13,x,x,x,-1,0
COc1ccc(C(=S)N2CCOCC2)cc1OC(=O)c1cc(OC)c(OC)c(OC)c1,x,-3,13,12,12,-2,-2
Cn1c(=O)c2c(nc(NCCc3ccccc3)n2Cc2ccc(F)cc2)n(C)c1=O,0,-6,2,16,42,0,-2
COc1ccc(C2=C(Nc3ccccc3)c3ccccc3C2=O)cc1,0,-14,-4,2,7,-1,x
C[C@@H]1CN([C@H](C)CO)C(=O)c2ccccc2-c2ccccc2CO[C@@H]1CN(C)Cc1ccncc1,x,-10,x,3,3,x,x
Cc1c(NS(=O)(=O)c2ccc(NCCN3CCOCC3)c([N+](=O)[O-])c2)c(=O)n(-c2ccccc2)n1C,0,-6,-2,8,6,-2,0
CCOC(=O)C1(Cc2cccc(Cl)c2)CCCN(C(=O)c2cccc(C)n2)C1 (stereo unspecified),-10,14,-10,9,10,4,8
O=C(CSC1=NCCN1)Nc1cccc([N+](=O)[O-])c1,1,-5,5,25,47,4,-9
CCCC(=O)N1CC2(C1)CN(C(=O)c1ccc(F)cc1)[C@H](CO)c1[nH]c3cc(OC)ccc3c12,x,-20,9,0,-11,0,0
Cc1cccn2c(CN(C)C3CCCc4ccccc43)c(C(=O)N3CCOCC3)nc12 (stereo unspecified),1,13,-1,-23,39,1,1
Cc1cccc(NC(=O)c2ccc(S(=O)(=O)N3CCOCC3)cc2)n1,4,-6,-9,-4,-14,0,0
Cc1c(Cl)cccc1NC(=S)NCC(O)c1ccccc1 (stereo unspecified),1,-4,-2,-21,0,-2,-4
O=C(c1cc([N+](=O)[O-])ccc1Cl)N1CCN(c2ccc(F)cc2)CC1,-1,1,6,-7,8,3,0
CCOC(=O)[C@H]1[C@H]2COc3cc(OC)ccc3[C@@H]2N2C(=O)CN(C)C(=O)[C@@]12C,-6,5,1,0,-1,2,1
Cc1ccccc1C(=O)NC=C1C(=O)OC(C)(C)OC1=O,x,13,3,4,-4,-1,-9
C[C@H]1CN([C@@H](C)CO)S(=O)(=O)c2ccc(C3=CCCC3)cc2O[C@H]1CN(C)Cc1cncnc1,-3,-6,15,0,x,-4,-3
C[C@@H]1CCCCO[C@@H](CN(C)C(=O)CCCN(C)C)[C@@H](C)CN([C@@H](C)CO)C(=O)c2cc(NS(=O)(=O)c3ccc(F)cc3)ccc2O1,-4,0,-10,-3,-22,1,-7
O=S(=O)(c1ccc(F)cc1)c1nc(-c2ccccc2)oc1N1CCOCC1,-10,9,2,3,2,0,-1
C[C@@H]1CN([C@@H](C)CO)C(=O)c2cccc(NS(=O)(=O)c3ccc(Cl)cc3)c2O[C@@H]1CN(C)Cc1ccc(Cl)c(Cl)c1,3,15,-3,3,13,x,6
CN(C)CC(=O)Nc1ccc2c(c1)[C@H]1C[C@@H](CC(=O)NC3CCCCC3)O[C@H](CO)[C@H]1O2,-1,4,0,2,-8,-3,-1
O=C1c2ccccc2C(=O)N1CC1CO1 (stereo unspecified),-1,-2,-5,-6,-5,2,0
COc1cccc(NC(=O)N(C)C[C@H]2Oc3cc(/C=C/c4ccccc4)ccc3S(=O)(=O)N([C@H](C)CO)C[C@@H]2C)c1,19,-3,2,15,x,3,14
CN(C)C(=O)c1ccc(-c2ccc(C3[C@@H]4CN(C(=O)CN5CCOCC5)C[C@H]3N4)cc2)cc1 (stereo partly specified),x,7&11,12&4,-3&4,-7&-6,-2&1,0&-3
O=C(O)c1ccc(CSc2nnc(-c3ccncc3)n2-c2ccc(Br)cc2)cc1,1,-1,8,-6,9,-3,0
Cc1ccc(C(=O)O)cc1NC(=O)C1=CSCCO1,x,-7,-7,0,-3,0,-2
C[C@@H]1CN([C@H](C)CO)C(=O)Cc2cc(NS(=O)(=O)c3ccc(F)cc3)ccc2O[C@H]1CN(C)C(=O)Nc1ccc2c(c1)OCO2,x,-7,x,-2,3,x,x
CC(C)C(NC(=O)CNC(=O)OC(C)(C)C)C(=O)NCc1ccc(Cl)cc1 (stereo unspecified),-4,-5,x,-3,-10,-1,-5
CC1CCCN(C(=S)NCc2ccccc2)C1 (stereo unspecified),22,-16,x,x,-13,x,x
O=C(NC(Cc1ccccc1)C(=O)NCCc1ccccn1)c1ccccc1 (stereo unspecified),0,4,-2,-3,-3,-1,4
Cc1ccc2nc(N3CCOCC3)c(C=O)cc2c1,-2,2,5,-18,-18,-6,3
CC(=O)N[C@H]1[C@H](Oc2ccc3c(c2)CCC2C3CC[C@]3(C)C(=O)CCC23)O[C@H](CO)[C@@H](O)[C@@H]1O (stereo partly specified),-3,5,0,9,20,-2,2
COc1ccc(CN(C)C[C@H]2Oc3c(NS(=O)(=O)c4cccs4)cccc3C(=O)N([C@H](C)CO)C[C@H]2C)cc1,-10,19,11,-8,x,-1,-2
COc1ccccc1C1=CN(Cc2ccccc2)CCC1=O,-20,-28,-7,-9,-7,0,x
CCOC(=O)n1c(=O)n(Cc2ccccc2C)c2ccccc21,-7,-21,-1,5,23,6,-2
Cn1cnnc1SCC(=O)NCc1cccc(C(F)(F)F)c1,1,-10,-4,-10,x,-1,1
COc1cccc(C(=O)O/N=C(\N)Cc2ccc(Cl)cc2)c1,-7,-2,x,x,-11,x,x
O=C(Nc1cccc(-c2nc3ccccc3c(=O)o2)c1)c1ccccc1,9,38,4,0,9,5,-5
Cc1c(NC(=O)C(C)OC(=O)/C=C/c2ccc3c(c2)OCO3)c(=O)n(-c2ccccc2)n1C (stereo unspecified),-1,-5,-1,-4,13,0,-3
C[C@H](CO)N1C[C@H](C)[C@H](CN(C)Cc2ccc(C(=O)O)cc2)Oc2ccc(NC(=O)Nc3ccc(C(F)(F)F)cc3)cc2CC1=O,-10,8,-4,0,-9,7,3
C[C@@H]1CCCCO[C@@H](CN(C)C(=O)Cc2ccccc2)[C@@H](C)CN([C@@H](C)CO)C(=O)c2cc(NC(=O)Nc3ccc(C(F)(F)F)cc3)ccc2O1,6,-8,-3,-4,79*,-2,3
Cc1cccc(C)c1NC(=O)N1CCCCCCC1,2,21,5,-5,-7,-2,28*
N#CCOC(=O)[C@H](Cc1ccccc1)N1C(=O)c2ccccc2C1=O,27,-2,-7,-18,6,2,1
Cc1cc(C)nc(SCC(=O)c2ccc(Cl)cc2)n1,0,-9,8,-12,0,2,-1
S=c1[nH]ccn1-c1c(Cl)cccc1Cl,-14,-1,-9,14,3,9,1

Remaining list, next part.
SMILES,ARNT TACC3 PPI,LGR2 inh,DENV2 CPE,EWS-Fli block,PAX8 reporter,CASP6 VEID inh,SIRT5 block
O=C(C(=O)N1CCC(CNS(=O)(=O)Cc2ccccc2)CC1)c1cccs1,x,3,-1,3,2,-1,x
Cc1ccc(S(=O)(=O)Nc2ccc3c(c2)C(=O)N([C@@H](C)CO)C[C@@H](C)[C@H](CN(C)Cc2ccncc2)O3)cc1,-11,-9,35*,4,20,1,-3
COc1ccc(NC(=O)CSc2nc(C)cs2)c([N+](=O)[O-])c1,-4,5,-5,0,-40,3,-2
O=C(CN1C(=O)c2ccccc2C1=O)NCCc1c[nH]c2ccc(Cl)cc12,1,1,-5,10,13,-1,-3
COc1ccc(CNC(=O)C23CN(Cc4ccccc4)CC2C(c2ccc([N+](=O)[O-])cc2)=NO3)cc1 (stereo unspecified),5,12,3,8,6,-2,x
O=C(/C=C/Nc1nccs1)C(F)(F)Cl,-4,-3,4,4,-25,12,1
O=C(Nc1cc(F)ccc1F)N1CCCCN2[C@H](CO)[C@@H](c3ccc(-c4ccccc4)cc3)[C@@H]2C1,8,-3,13,x,4,-1,14
Cc1cc(Br)ccc1NC(=O)CN1CCN(c2ccccn2)CC1,-7,13,12,5,9,3,-3
CC/C(=N\NC(=S)Nc1cc(C)ccc1C)c1ccc(OC(F)F)cc1,3,-4,x,-9,-6,x,x
Cc1cc(C(=O)CCC(=O)N2CCN(c3ccccc3)CC2)c(C)s1,4,8,1,-3,3,3,-15
CCCN(CCC)CCN1CCN(C(=O)[C@H](CCc2ccccc2)NC(=O)[C@H]2O[C@@H](n3cnc4c(N)ncnc43)[C@H](O)[C@@H]2O)CC1,x,1,-6,11,-1,1,29*
C[C@H](O)C#Cc1cnc2c(c1)C(=O)N([C@H](C)CO)C[C@H](C)[C@@H](CN(C)CC1CCCC1)O2,6,-6,7,-76,-4,-7,21*
CCOc1ncccc1C(=O)Nc1ccc(S(=O)(=O)NC2=NCCCCC2)cc1,4,9,13,5,-10,-2,-2
CCCCC(=O)Nc1cccc(C(=O)Nc2ccccc2C(=O)O)c1,0,-11,11,-4,-28,1,2
COC(=O)C1C(O)=C(C=Nc2cccc3ccccc23)C(=O)CC1(C)C (stereo unspecified),0,-2,-3,29,16,-2,-6
CC(Nc1[nH]c(=O)n(C)c(=O)c1N=O)c1ccccc1 (stereo unspecified),9,-6,-9,-6,17,3,x
[N-]=[N+]=Nc1ccccc1C[C@@]1(C(=O)NCCN2CCOCC2)N=C(c2ccc(OCCCO)cc2)O[C@@H]1c1ccccc1N=[N+]=[N-],6,x,6,7,12,2,-3
O=C(COC(=O)CNC(=O)c1ccccc1F)Nc1cccc(S(=O)(=O)N2CCCCCC2)c1,2,23,1,1,11,0,0
O=C(C1CCOCC1)N1C[C@H]2[C@@H](c3ccccc31)[C@H](CO)N2C(=O)c1ccccc1,0,5,11,0,-9,-2,-2
Cc1cc(C(=O)Nc2c(C)n(C)n(-c3ccccc3)c2=O)on1,-6,12,u,5,-4,-2,x
COC(=O)/C=C1/C(=O)N/C(=N\c2nc(C)cc(C)n2)N1c1ccc(OC)cc1,-10,x,-6,-2,3,4,0
COc1ccc(NC(=O)N2CC(=O)N3[C@H](CO)[C@@H](c4ccc(C5=CCCC5)cc4)[C@@H]3C2)cc1,x,-1,14,5,x,-2,5
CSCC(=O)N1CCCC(N2CCN(c3cccc(C(F)(F)F)c3)CC2)C1 (stereo unspecified),-1,-2,-2,3,0,-2,-1
O=C(NNC(=O)c1ccccc1O)c1ccco1,x,-6,3,-18,-27,2,x
CCNC(=O)N(C)C[C@H]1N[C@@](CC)(C(=O)OC)[C@H]2C(=O)N(Cc3ccccc3)C(=O)[C@@H]12,-4,4,29*,-2,1,4,-3
CC(=O)Nc1cc(-c2cccc(C(=O)NCCN(C)C)c2)cn2c(-c3cccc(C(F)(F)F)c3)cnc12,x,-4,9,55*,106*,-150,x
